Screening results deposited in PubChem by several laboratories.
TNF necrop inh = inhibitors of TNF-alpha triggered necroptosis, primary screen, cell-based, Jurkat FADD-/-, single concentration. Jurkat FADD-/- TNF necroptosis rescue, ATP luminescence, 24 h; 0 = TNF only, 100 = no-TNF cells. activation (protection from cell death), % at 10 µM. hit rate 0.068% among 220,000;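 active = activation, meaning protection from cell death, of at least 50% relative to plate controls; inactive = activation below 50%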;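 note: necroptosis triggered by 40 ng/mL TNF-alpha added together with compound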
EP2 mod = EP2 receptor modulators, cAMP readout, primary screen, cell-based, HTRF cAMP, PGE2 stimulation. Prostaglandin E2 receptor EP2 subtype (Homo sapiens), P43116. EP2-expressing cells, cAMP HTRF FRET, PGE2 co-stimulation. induction, % at 25 µM. hit rate 0.83% among 260,000;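 active = compounds whose cAMP rise, as percent of the full-agonist control response, exceeds 60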;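 note: rat C6 glioma line stably carrying human EP2 under a CMV promoter; the protocol text gives 20 µM as final concentration; 100% = response of wells given 1 µM PGE2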
RBBP9 inh = human RBBP9 inhibitors, primary screen, biochemical, fluorescence polarization, FP-Rh probe, HTS. Serine hydrolase RBBP9 (Homo sapiens), O75884. recombinant RBBP9. inhibition, % at 7.94 µM. hit rate 0.2% among 220,000;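 active = inhibition above the campaign mean of all tested compounds plus 3 SD, cut at about 14% in these data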;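 note: plate controls were DMSO wells with RBBP9 for no effect and wells lacking RBBP9 protein for full effect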
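Measured by – fluorescence polarization · Test system – RBBP9 protein · Input – 2.5 µM RBBP9 dispensing solution, before mixing · Measure – percent inhibition from mP, scaled between DMSO and no-protein wells · Benchmarks – DMSO-treated enzyme wells and wells lacking RBBP9 · Times – preincubation 30 min plus labeling 45 min at 25 °C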
PGE2 EP2 inh = human EP2 receptor antagonists, primary screen, TR-FRET cAMP, C6 glioma cells. Prostaglandin E2 receptor EP2 subtype (Homo sapiens), P43116. C6 glioma cells expressing human EP2; cells stimulated with saturating PGE2. inhibition, % at 25 µM. hit rate 0.52% among 260,000;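 active = percent inhibition above 40 after rounding to a whole number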;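 note: rat C6 glioma host cells with rolipram phosphodiesterase inhibitor present; the protocol text gives 20 µM as final concentration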
Runt-CBFb FRET = inhibitors of RUNX1 Runt–CBFb binding, primary screen, biochemical, FRET, Cerulean-Runt, Venus-CBFb, uHTS | Cerulean-Runt/Venus-CBFb FRET ratio 530/480, 1 h | inhibition, % at 20 µM | hit rate 0.46% among 220,000;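 active = inhibition over about 50% at 20 µM in the single-dose screen, limit read from the data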;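 note: 0% = DMSO wells and 100% = excess unlabeled CBFb competitor control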
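Measured by: fluorescence energy transfer, 422 nm excitation, 530/480 nm emission; Assay system: Cerulean-Runt domain; Medium: Tris pH 7.5 buffer with BSA; Measure: loss of energy transfer signal; Controls: 5 µM unlabeled CBFb as full-inhibition high control; Incubation: protein complex preformed 1 h, compound exposure 1 h, room temperature, dark.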
PERK inhibitor = block of dimerizer-induced PERK translation repression, primary screen, PERK inhibitor project, CHO PERK-DD cells, SEAP luminescence, HTS; CHO PERK-DD fusion, SEAP luminescence translation reporter; inhibition, % at 5.6 µM; hit rate 0.17% among 220,000; AID 1416, 2008;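 active = inhibition above the mean inhibition of all tested compounds plus 3 SD, set separately per screening campaign, cut at about 2.9% in these data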;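 note: PERK kinase domain activated by AP20187 dimerizer at 100 nM; 0% = DMSO with dimerizer and 100% = rapamycin at 8.4 µM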
Target sequence (Q9NZJ5 whole entry, looked up, the tested form may be a part): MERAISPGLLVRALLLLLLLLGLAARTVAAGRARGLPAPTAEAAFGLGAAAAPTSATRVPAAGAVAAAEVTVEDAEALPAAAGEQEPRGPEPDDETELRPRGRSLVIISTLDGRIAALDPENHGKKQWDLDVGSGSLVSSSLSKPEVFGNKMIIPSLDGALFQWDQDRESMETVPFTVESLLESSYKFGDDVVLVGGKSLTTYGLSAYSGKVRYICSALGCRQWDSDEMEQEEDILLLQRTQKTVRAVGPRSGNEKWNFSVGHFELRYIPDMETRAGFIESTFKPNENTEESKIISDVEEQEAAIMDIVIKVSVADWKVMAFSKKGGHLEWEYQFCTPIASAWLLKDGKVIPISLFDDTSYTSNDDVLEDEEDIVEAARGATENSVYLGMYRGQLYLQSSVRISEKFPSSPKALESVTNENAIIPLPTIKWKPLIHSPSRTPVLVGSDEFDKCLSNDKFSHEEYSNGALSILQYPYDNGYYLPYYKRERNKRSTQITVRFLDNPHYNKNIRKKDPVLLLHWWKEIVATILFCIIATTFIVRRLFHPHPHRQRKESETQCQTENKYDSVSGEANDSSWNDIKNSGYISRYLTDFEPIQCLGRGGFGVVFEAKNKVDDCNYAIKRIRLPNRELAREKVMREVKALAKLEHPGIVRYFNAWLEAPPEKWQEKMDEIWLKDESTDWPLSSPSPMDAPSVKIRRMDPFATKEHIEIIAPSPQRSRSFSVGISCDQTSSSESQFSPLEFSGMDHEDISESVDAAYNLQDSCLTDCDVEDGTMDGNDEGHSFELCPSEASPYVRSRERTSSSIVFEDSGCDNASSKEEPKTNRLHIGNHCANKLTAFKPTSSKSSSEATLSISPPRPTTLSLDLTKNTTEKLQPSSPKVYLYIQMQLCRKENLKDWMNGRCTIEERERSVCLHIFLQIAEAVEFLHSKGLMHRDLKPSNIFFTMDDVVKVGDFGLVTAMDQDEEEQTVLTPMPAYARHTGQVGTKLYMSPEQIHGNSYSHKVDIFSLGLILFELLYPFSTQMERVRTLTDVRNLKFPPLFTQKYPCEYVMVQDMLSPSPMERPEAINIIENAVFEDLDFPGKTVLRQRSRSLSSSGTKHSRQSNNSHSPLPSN
Runt-SMMHC FRET = inhibitors of RUNX1 Runt–CBFb-SMMHC binding, primary screen, biochemical, FRET, Cerulean-Runt, Venus-CBFb-SMMHC, uHTS; inhibition, % at 20 µM; hit rate 0.74% among 220,000; Cerulean-Runt/Venus-CBFb-SMMHC FRET ratio 530/480, 1 h; Runt-related transcription factor 1 (Homo sapiens) + Core-binding factor subunit beta …; AID 1434, 2008;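 active = mean inhibition across duplicate retests at 20 µM reaching about 50%, limit read from the data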;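 note: 0% = DMSO wells and 100% = wells with excess untagged CBFb-SMMHC; inhibitors lower the FRET ratio by blocking Runt binding to CBFb-SMMHC; some results filed as inactive read as strong as hits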
Hck-Nef inh = inhibitors of Nef-activated human Hck kinase, primary screen, biochemical, Z-Lyte FRET, 384-well, Hck-YEEI. Recombinant Hck-YEEI plus Nef, Z-Lyte FRET kinase assay. inhibition, % at 20 µM. hit rate 0.68% among 220,000. AID 463187, 2010;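 active = Hck-Nef kinase inhibition above about 50%, limit read from the data; inactive = inhibition below that limit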;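 note: 0% = DMSO with Hck plus Nef and 100% = Hck alone without Nef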
L929 necroptosis = inhibitors of zVAD-triggered necroptosis, primary screen, L929 cells; L929 zVAD necroptosis rescue, ATP luminescence, 24 h; with zVAD 60 µM; viability rescue, % at 10 µM; hit rate 0.38% among 220,000; AID 1377, 2008;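 active = activation, scaled between plate controls, above about 75%, limit read from the data; inactive = activation under that limit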;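 note: 0% = zVAD with DMSO and 100% = DMSO alone without zVAD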
Starred values were filed as active, the others as inactive; nt = not tested or not shown. Only part of the results is shown (hit frequency here may not be typical).

SMILES	TNF necrop inh	EP2 mod	RBBP9 inh	PGE2 EP2 inh	Runt-CBFb FRET	PERK inhibitor	Runt-SMMHC FRET	Hck-Nef inh	L929 necroptosis
CCCSc1nnc(C(C)C)n1N	1.6	5	-1	2	2	-0.2	-6	0	0.0
Nc1nc(SCc2nnc(SCC(=O)O)n2-c2ccccc2)nc2sc3c(c12)CCCC3	0.6	-3	-6	1	-1	-0.6	-3	-2	-0.1
O=[N+]([O-])c1ccc(/C=[N+](\[O-])CCO)o1	-0.2	2	-4	17	-2	-0.3	-1	4	0.3
CC(C)CNC(=O)CCCSc1nc2ccccc2[nH]1	1.0	2	-1	4	2	-1.4	2	1	2.5
O=C(COC(=O)c1cccc(C(=O)OCC(=O)NC2CC2)n1)NC1CC1	0.4	30	-4	5	-2	-0.1	0	-21	1.9
COc1ccc(C2=NOC(C(=O)Nc3cc(C)on3)C2)cc1OC (stereo not drawn)	3.1	9	1	6	3	1.7	0	20	-0.2
CCOC(=O)C1(CC2CCCCO2)CCN(C(=O)Nc2ccccc2CC)CC1 (stereo not drawn)	0.6	13	-10	6	-2	-0.8	0	-18	1.8
NC(=O)COc1ccc(C2c3c(oc4ccccc4c3=O)C(=O)N2CC2CCCO2)cc1 (stereo not drawn)	-0.2	12	-5	5	-6	-0.1	-13	-1	1.5
O=C(Nc1ccc2[nH]ccc2c1)c1cccs1	-0.7	-13	-4	7	0	-0.1	2	25	0.0
O=[N+]([O-])c1cc2c(cc1Br)CCN2	0.7	2	-10	0	1	1.4	-4	25	4.6
O=C(NCc1cccc(Cl)c1)c1cccc(C(F)(F)F)c1	1.9	-14	-6	7	-1	0.1	-1	1	-0.2
Cc1ccc(NC(=O)COC(=O)Cn2nc(C)c([N+](=O)[O-])c2C)c([N+](=O)[O-])c1	1.3	24	-11	3	-3	-0.4	3	1	0.3
COc1ccc(/C=N/Nc2ncnc3c2[nH]c2ccc(C)cc23)c(OC)c1OC	-1.7	-36	-3	12	-5	-1.8	2	69*	71
CC(=O)C1=C(O)C(=O)N(CCCO)C1c1ccccc1 (stereo not drawn)	0.1	30	1	15	-2	-0.3	0	1	0.1
O=C(Nc1ccc(S(=O)(=O)N2CCOCC2)cc1)c1ccc(Br)o1	-0.3	-10	-2	3	-1	-0.3	3	0	0.1

One compound at a time, as listed above.
NC(=O)COc1ccc(C2c3c(oc4ccccc4c3=O)C(=O)N2CC2CCCO2)cc1 (stereo not drawn) reads TNF necrop inh: -0.2; EP2 mod: 12; RBBP9 inh: -5; PGE2 EP2 inh: 5; Runt-CBFb FRET: -6; PERK inhibitor: -0.1; Runt-SMMHC FRET: -13; Hck-Nef inh: -1; L929 necroptosis: 1.5
O=C(NCc1cccc(Cl)c1)c1cccc(C(F)(F)F)c1 reads TNF necrop inh: 1.9; EP2 mod: -14; RBBP9 inh: -6; PGE2 EP2 inh: 7; Runt-CBFb FRET: -1; PERK inhibitor: 0.1; Runt-SMMHC FRET: -1; Hck-Nef inh: 1; L929 necroptosis: -0.2

Following part.
SMILES	TNF necrop inh	EP2 mod	RBBP9 inh	PGE2 EP2 inh	Runt-CBFb FRET	PERK inhibitor	Runt-SMMHC FRET	Hck-Nef inh	L929 necroptosis
O=S(=O)([N-]c1nc2ccccc2nc1-[n+]1ccccc1)c1ccc(F)cc1	-0.1	3	-6	22	0	0.2	0	11	2.3
O=C(NNS(=O)(=O)c1ccc(C(=O)NC2CCCC2)cc1)c1ccncc1	-1.3	6	1	3	13	1.8	6	4	2.1
COc1cccc(NC(=O)CN(C)C(C)C(=O)Nc2ccc(C(C)=O)cc2)c1 (stereo not drawn)	1.8	-50	-5	2	-1	0.3	1	23	17
COc1ccc(C(=O)N=c2sc3ccccc3n2C)cc1	0.2	5	-6	8	2	-0.5	2	25	8.8
Cc1ccc(NC(=O)COc2ccc3oc4c(c3c2)CCCC4)nc1	-0.7	21	9	11	2	0.5	-2	0	-0.1
NC(=O)C1CCN(CC(=O)NC2CCCc3ccccc32)CC1 (stereo not drawn)	0.4	4	-3	5	-1	0.1	-2	24	6.2
Cc1ccc(-n2c(C)csc2=N)cc1	31	8	-4	6	5	-0.1	0	12	0.8
Cc1ccc(NC(=O)c2noc3c2CCc2ccccc2-3)cc1	1.7	-19	-14	9	0	-0.5	3	-1	-0.4
O=C(O)/C=C/C(=O)N1CCN(C(c2ccccc2)c2ccccc2)CC1	3.9	5	0	5	2	0.2	0	6	0.1
Cc1nc2nc3c(cn2n1)C(=O)CCC3	-0.2	35	0	nt	-20	0.0	-55	-21	0.2
O=C1CCC(=O)N1c1ccc(CSc2nnnn2C2CCCCC2)cc1	0.0	2	-4	2	-1	0.0	-5	0	1.7
N/C(=N\OC(=O)c1ccc(=O)n(Cc2ccccc2)c1)c1ccccn1	-2.1	-13	1	6	0	-0.1	-2	26	1.4
CN(C(=O)COC(=O)COc1ccccc1F)C1CCS(=O)(=O)C1 (stereo not drawn)	-2.0	16	-7	7	0	1.4	2	0	-0.1
CCN(C(=O)c1cc2c(=O)[nH]c3ccc(C)cc3c2s1)c1cccc(C)c1	-4.7	-9	-13	6	-2	-2.4	0	13	5.9
COc1cc(CNc2ncn[nH]2)ccc1OCC(=O)NC(C)(C)C	1.0	11	-7	6	1	-0.1	-2	10	1.4
Cc1cc(C)cc(NC(=S)NCCc2ccc(S(N)(=O)=O)cc2)c1	-0.1	-4	1	8	1	-0.4	0	1	0.2
COc1ccc(NC(=O)c2[nH]c(C)c(C(C)=O)c2C)cc1S(=O)(=O)Nc1ccc(Br)cc1	-3.8	-40	-24	9	1	1.1	1	-6	0.3
OCC1(Cc2ccccc2)CCCN(Cc2c[nH]c3ccccc23)C1 (stereo not drawn)	6.8	-43	-2	5	2	-0.2	-9	16	-0.3
Nc1ccc(C(=O)Nc2nccs2)cc1	21	-9	-4	10	1	0.1	1	34	81*
CCCCc1nn(-c2cc(Cl)ccc2OC)c2c1C(=O)CC(C)(C)C2	-0.3	17	-8	5	-1	-0.9	3	0	-1.1
Cc1ccc(CC2S/C(=N/N=C/c3ccco3)NC2=O)cc1 (stereo not drawn)	0.0	-4	-9	7	3	1.0	3	-19	11
CCCCP(=O)(CCCC)Cc1ccccc1	-0.6	10	-6	-2	-1	0.4	-2	-1	0.9
O=C(Nc1nnc(COc2ccccc2F)s1)Nc1ccccc1F	0.4	-2	-19	9	1	0.6	0	15	1.6
O=C(Nc1cccc(NC(=O)c2cccnc2Cl)c1)c1ccco1	1.2	-68	8	12	-1	0.3	-36	11	-0.6
Cc1ccc(S(=O)(=O)N(CC(=O)N/N=C/c2ccc(F)cc2)c2cccc3cccnc23)cc1	-1.4	0	2	2	-3	1.5	-11	2	-0.4
Cc1ccc(C(=O)C2=C(O)C(=O)N(CCCn3ccnc3)C2c2ccc(OC(C)C)cc2)o1 (stereo not drawn)	-2.1	65*	0	13	-4	1.1	3	5	-0.2
CCOC(=O)c1c(SC)[nH]c2c(Cl)cccc2c1=O	1.8	48	-1	10	-2	1.8	2	11	-0.5
COc1ccc(OC)c(-c2cc(C(=O)NCc3ccco3)no2)c1	-1.0	nt	1	5	-2	-0.2	-2	1	1.3
Cc1ccc(-c2nnc(C)c(N3CC(C)OC(C)C3)n2)cc1 (stereo not drawn)	-2.8	21	-4	4	-3	1.1	-3	0	0.0
CCOc1cc(/C=N/NC(=O)c2ccncc2)cc(Cl)c1OS(C)(=O)=O	2.0	-2	1	2	0	-0.6	-2	0	1.3
O=C(NCc1ccc(Cl)cc1)c1cc(=O)nc2sc(-c3ccccc3)nn12	-2.7	-2	6	5	-1	0.5	-2	2	0.1
Cn1c(=O)cc(SCC(=O)Nc2ccccn2)c2ccccc21	11	34	-4	12	0	0.5	-2	3	81*
CCN(Cc1ccccc1)C(=O)COC(=O)Cn1cnc2ccccc21	-0.7	-16	-4	15	0	0.6	-2	-11	0.3
COc1ccc(OCCOC(=O)c2nc3nccc(C)n3n2)cc1	0.6	18	-5	2	-2	0.9	0	19	3.5
Cc1cc(C)nc(N2CCC(C(=O)NCC3CCCCC3)CC2)n1	3.3	15	-1	6	0	1.7	3	1	0.1
CCOC(=O)C1(CCOC)CCN(C(C)CCc2ccc(OC)cc2)CC1 (stereo not drawn)	0.8	19	-6	16	0	0.1	3	18	-1.4
COC(=O)c1cccc(C#CC(NP(=O)(c2ccccc2)c2ccccc2)c2ccccc2)c1 (stereo not drawn)	-3.9	46	nt	6	0	nt	4	24	-0.7
CCNc1nc(NCC)nc(SCCOC(=O)Nc2ccccc2)n1	2.3	1	-9	7	-2	-1.1	-2	-7	0.3
O=C1NC2(CCCCCC2)C(=O)N1CCS(=O)(=O)Oc1ccccc1	1.5	9	1	2	-1	0.6	1	20	14
Cn1c2c(c(=O)[nH]c1=O)C(NC(=O)c1ccco1)(C(F)(F)F)C(=O)N2 (stereo not drawn)	-0.1	21	-2	7	0	0.4	0	1	0.2
CCN(c1ccccc1)S(=O)(=O)c1ccc(Cl)c(NC(=O)COC(=O)c2ccc[nH]c2=O)c1	0.6	-1	-15	10	-1	0.4	0	17	-0.6
C[C@H](NC(=O)Nc1cccc(Br)c1)C(=O)O	1.1	-5	-5	3	1	0.4	-2	20	-0.2
c1cncc(-c2nn[nH]n2)c1	2.2	15	-2	13	0	-0.3	0	2	-0.2
c1ccc2c(c1)c1ccccc1n1c(-c3ccc4c(c3)OCO4)nnc21	-15	5	-1	11	-3	1.0	-1	1	0.8
COc1cc(C(C)=O)ccc1OCCN1CCC(Cc2ccccc2)CC1	2.5	-32	-5	1	1	-0.3	-7	-3	-0.7
COC(=O)c1cc([N+](=O)[O-])c(-n2ccnc2)c([N+](=O)[O-])c1	-1.5	63*	-1	5	-1	-0.1	-4	7	0.0
Cc1nc(N2CCN(Cc3ccc4c(c3)OCO4)CC2)c2cc(-c3ccccc3)sc2n1	-0.2	-14	-3	10	-1	-0.5	-9	-10	-1.1
Clc1cc(Br)ccc1OCCN1CCOCC1	0.7	-7	-3	10	1	0.2	-2	1	1.4
O=C(CSc1cccc[n+]1[O-])c1cccs1	2.6	-6	1	1	-2	0.5	-1	25	4.8
CCCCn1c(SCC2CCCCO2)nc2cc(S(N)(=O)=O)ccc21 (stereo not drawn)	-0.7	35	-8	10	0	-0.8	0	1	0.8
NC(=O)SCC(=O)Nc1cccc(Cl)c1	-3.6	1	-13	14	19	0.9	8	0	0.0
